Bioassay records as filed in PubChem BioAssay.
HDAC3 inhib – inhibitors of human histone deacetylase 3 | O15379 | recombinant HDAC3, fluorogenic peptide/trypsin coupled, fluorescence | inhibition, % at 8.3 µM | 320,000 tested, 0.15% active; in the data active = inhibition above about 26%, passing the limit was not always enough; inconclusive = no clear call, values can overlap the other calls
KCNK3 block – human KCNK3 channel inhibition, primary screen; O14649; CHO-KCNK3 thallium flux, FluxOR fluorescence; hits give low values; B-score at 10 µM; 340,000 tested, 0.84% active; AID 602410;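 active = B-score under library mean minus 4 SD, starting fluorescence ratio at most library mean plus 5 SD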;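 also: more negative B-score means stronger inhibition of thallium flux through KCNK3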
RGS4 inh – human RGS4 inhibition; P49798; HEK293 M3R/RGS4 inducible, Fluo-4 calcium flux; hits give high values; triggered by carbachol at its EC20; B-score at 10 µM; 310,000 tested, 0.45% active; AID 463165;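 active = B-score, a plate-corrected calcium signal, over three deviations above library mean, with baseline fluorescence within five deviations of library mean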;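 also: RGS4 expression induced by doxycycline in cells with stable M3 receptor; B-score is computed from the integrated fluorescence ratio over baseline after carbachol; higher B-score means a larger calcium signal and so more RGS4 inhibition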
Target sequence (P49798 whole entry, looked up): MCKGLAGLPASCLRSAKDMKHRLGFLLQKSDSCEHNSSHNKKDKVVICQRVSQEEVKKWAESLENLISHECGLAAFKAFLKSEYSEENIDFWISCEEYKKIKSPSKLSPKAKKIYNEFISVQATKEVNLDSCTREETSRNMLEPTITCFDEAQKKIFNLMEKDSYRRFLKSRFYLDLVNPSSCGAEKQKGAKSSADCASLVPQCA
RGS4 pot – potentiators or activators of RGS4. HEK293 M3R/inducible RGS4, carbachol calcium flux Fluo4; hits give low values. B-score at 10 µM. 310,000 tested, 0.92% active;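 active = B-score of the integrated calcium signal more than 4 SD below the library mean, with starting fluorescence not abnormally high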;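 also: negative B-score means reduced calcium response which marks RGS4 activation or potentiation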
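System – HEK293 FlpIn-TREx cells, stable M3R, doxycycline-inducible RGS4 · Reagent – ECmax carbachol challenge · Times – compound preincubation 20 min at room temperature before agonist · Technique – Fluo4 fluorescence kinetic imaging of calcium · Measure – B score of integrated Fluo4 ratio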
ANO1 block – inhibitors of mouse TMEM16A calcium-activated chloride channel. Q8BHY3. HEK293 TMEM16A/YFP iodide influx fluorescence, ionomycin. normalized B-score (activity score, 25-100; higher = stronger inhibition) at 10 µM. 310,000 tested, 1.2% active;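 active = ratio plate-corrected score three or more library SD toward inhibition, starting fluorescence score within five deviations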;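 also: score derived from kinetic fluorescence span divided by baseline fluorescence per well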
hERG protect – compounds protecting human hERG from proarrhythmic drug block. Q12809. 310,000 tested, 0.51% active. AID 1511. CHO-hERG, FluxOR thallium flux, dofetilide IC70 present. activation (rescue from dofetilide block), less the hit threshold, % at 10 µM;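 active = activation above the mean of controls blocked by dofetilide plus 5 SD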;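 also: thallium influx through hERG after potassium depolarization seen as dye fluorescence rise; in these data hits start at about 4.7%; inactives centre near -7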
ANO1 activ – activates or potentiates the mouse TMEM16A chloride channel; AID 623877; B-score at 10 µM; Q8BHY3; 340,000 tested, 0.3% active; HEK293 TMEM16A/YFP-H148Q/I152L, iodide quench fluorescence; hits give low values;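 active = fluorescence-ratio B-score plate-corrected deviation score at least 3 library SD below zero, with starting fluorescence score within 5 deviations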;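 also: channel opened by trigger with iodide after compound preincubation; score built on the fluorescence ratio of max minus min over baseline; more negative score means more quench and so TMEM16A activation or potentiation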
KCNQ1 block – inhibitors of human KCNQ1 potassium channel; P51787; CHO-K1 KCNQ1, FluxOR thallium flux fluorescence; hits give high values; B-score at 10 µM; 310,000 tested, 1.3% active;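 active = compounds whose thallium flux B-score, printed positive for inhibition, exceeds three library SD while starting fluorescence stays within three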;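 also: channel opened by potassium depolarization with thallium stimulus after 20 min compound exposure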
Target sequence (P51787 whole entry, looked up): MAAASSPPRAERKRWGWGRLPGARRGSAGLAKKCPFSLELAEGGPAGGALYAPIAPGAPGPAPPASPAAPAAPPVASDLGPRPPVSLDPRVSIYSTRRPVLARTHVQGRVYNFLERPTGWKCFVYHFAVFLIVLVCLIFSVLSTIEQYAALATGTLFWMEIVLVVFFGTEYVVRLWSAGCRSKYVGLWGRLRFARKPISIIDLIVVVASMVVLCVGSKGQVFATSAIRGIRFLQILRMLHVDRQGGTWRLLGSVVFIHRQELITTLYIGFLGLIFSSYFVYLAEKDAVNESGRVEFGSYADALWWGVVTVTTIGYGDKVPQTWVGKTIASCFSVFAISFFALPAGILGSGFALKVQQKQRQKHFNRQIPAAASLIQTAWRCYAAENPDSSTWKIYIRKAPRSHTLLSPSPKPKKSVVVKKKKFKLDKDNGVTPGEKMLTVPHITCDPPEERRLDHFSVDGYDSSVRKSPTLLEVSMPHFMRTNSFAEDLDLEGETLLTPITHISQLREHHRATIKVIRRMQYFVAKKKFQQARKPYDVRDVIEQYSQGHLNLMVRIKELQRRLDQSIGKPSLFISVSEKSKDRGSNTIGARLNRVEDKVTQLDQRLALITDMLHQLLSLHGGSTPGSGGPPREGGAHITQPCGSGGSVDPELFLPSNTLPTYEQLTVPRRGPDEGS
KCNK9 inh – human KCNK9 channel inhibition; HEK293 KCNK9, FluxOR thallium flux fluorescence; hits give low values; B-score at 10 µM; 310,000 tested, 1.2% active;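 active = ratio B-score over 3 SD below the library mean, with starting fluorescence within 5 SD of its mean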;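 also: negative B-score means less thallium flux so channel inhibition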
SKKanGAS inh – blocks kanamycin growth of S. pyogenes SKKanGAS strain | BacTiter-Glo, 6 h | inhibition, % at 7.5 µM | 300,000 tested, 1.3% active;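 active = mean replicate score, as percent of positive control median, at least 50; inconclusive = mean below 50 but one replicate at or above 50; inactive = mean and every replicate below 50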;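 also: strain carries kanamycin resistance gene driven by streptokinase promoter and grows in 40 µg/ml kanamycin; loss of luminescence reflects streptokinase promoter inhibition or plain growth inhibition; 0% = median of DMSO wells and 100% = positive control at its reference dose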
KCNQ1 pot – human KCNQ1 channel potentiation or activation. P51787. CHO-K1 KCNQ1, thallium flux FluxOR fluorescence; hits give high values. B-score at 10 µM. 310,000 tested, 0.35% active;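 active = fluorescence ratio B-score, a plate-corrected score, at least three library SD, with initial intensity B-score within 5 SD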
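Assay system: stable KCNQ1 CHO-K1 line; medium: assay buffer, equal DMSO in all wells; timing: 90 min dye loading and 20 min compound exposure, both at room temperature; technique: kinetic FluxOR thallium fluorescence, 10-s 1-Hz baseline, 110-s post-stimulus read; read-out basis: B score of baseline-normalized fluorescence ratio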
Starred values were filed as active, the others as inactive; i = inactive; ? = inconclusive; nt = no result given.

SMILES	HDAC3 inhib	KCNK3 block	RGS4 inh	RGS4 pot	ANO1 block	hERG protect	ANO1 activ	KCNQ1 block	KCNK9 inh	SKKanGAS inh	KCNQ1 pot
O=C(NC1CCCCC1)C1CC(=O)N(CCc2ccc(F)cc2)C1 (stereo not given)	5	i	i	i	i	-4	i	i	i	2	i
Cn1nc([N+](=O)[O-])nc1Oc1ccccc1N	4	i	i	i	i	-10	i	i	i	6	i
COc1ccccc1/C=C/C=N/NC(=O)c1cccs1	7	i	i	i	i	-5	i	i	i	-4	i
CC(C)(C)c1nnc2cccc(Cl)n12	?	i	i	i	i	-21	i	i	i	-15	i
c1ccc(-c2ccccc2OCCOCCN2CCNCC2)cc1	-1	i	i	i	i	-13	i	i	i	4	i
O=C(NCc1ccccc1)C1=C[C@H](c2ccc3c(c2)OCO3)C[C@H](OCc2ccc(CO)cc2)O1	-4	i	i	i	i	-22	i	i	i	12	i
CS(=O)(=O)Oc1ccccc1/C=C1/N=C(c2ccc(F)cc2)OC1=O	0	i	i	i	i	-3	i	i	i	-1	i
CNC(=O)CSc1nnc(-c2cc(C)cc(C)c2)o1	-1	i	i	i	i	-3	i	i	i	0	i
O=C(/C=C/c1ccccc1)Oc1coc(CSc2ncccn2)cc1=O	-4	i	i	i	i	-10	i	i	i	5	i
CCn1c(=O)cc(OCC(=O)NCc2ccco2)c2ccccc21	13	i	i	i	i	-15	i	i	i	-1	i
COc1ccccc1C(=O)NCCCNC(=O)c1ccccn1	6	i	i	i	i	-5	i	i	i	6	i
O=C(Nc1ccc(S(=O)(=O)Nc2nccs2)cc1)c1cccc(N2C(=O)c3ccccc3C2=O)c1	4	i	i	i	i	-12	i	i	i	7	i
CCCCC/C=C\C[C@H](O)/C=C/c1cccc(C[C@H](O)CCCCO)n1	5	i	i	i	i	-9	i	i	i	-1	i
COc1ccc(OC)c(C(c2nnnn2Cc2ccccc2)N2CCN(C3CCCCC3)CC2)c1 (stereo not given)	-2	i	i	i	i	-7	i	i	i	2	i
CCc1nc(NCC2CCCO2)c2oc3ccccc3c2n1 (stereo not given)	0	-28*	i	i	i	-7	i	i	i	-2	i
Cc1cc(C)c(C#N)c(SCC(O)CS(=O)(=O)Cc2ccccc2)n1 (stereo not given)	-1	i	i	i	i	-2	i	i	i	3	i
COc1ccc(CCNS(=O)(=O)c2ccc3c(c2)OCCO3)cc1OC	0	i	i	i	i	-8	i	i	i	0	i
COCCNS(=O)(=O)c1cccn1-c1ncc(C(F)(F)F)cc1Cl	?	i	i	i	i	-5	i	i	i	3	i
COc1cccc(CC(=O)OCC(=O)Nc2nnc(-c3ccccc3)o2)c1	0	i	i	i	i	-12	i	i	i	?	i
Cc1ccccc1N1C(=O)C(Cl)=C(N2CCOCC2)C1=O	2	i	i	i	i	-6	i	i	i	2	i
Cc1noc(N)c1C1(O)C(=O)Nc2c(Cl)cc(Cl)cc21 (stereo not given)	3	i	i	i	i	-19	i	i	i	1	i
CCOc1ccccc1NC(=O)CN1CCCCCC1	-4	i	i	i	i	-3	i	i	i	-1	i
COc1ccc(CCN2C(=S)NC3CC2(C)Oc2ccc([N+](=O)[O-])cc23)cc1OC (stereo not given)	-3	i	i	i	i	-2	i	i	i	-3	i
CC(C)CC(=O)c1c[nH]c(C(=O)NCc2cccs2)c1	0	i	i	i	i	-1	i	i	i	-1	i
Cc1ccc(CNC(=O)c2cc3cc(Br)ccc3oc2=N)cc1	1	i	i	i	i	-8	i	i	i	5	i

Complete entries, looked up by structure.
COc1cccc(CC(=O)OCC(=O)Nc2nnc(-c3ccccc3)o2)c1 in the list: HDAC3 inhib: 0; KCNK3 block: i; RGS4 inh: i; RGS4 pot: i; ANO1 block: i; hERG protect: -12; ANO1 activ: i; KCNQ1 block: i; KCNK9 inh: i; SKKanGAS inh: ?; KCNQ1 pot: i
Cc1ccc(CNC(=O)c2cc3cc(Br)ccc3oc2=N)cc1 in the list: HDAC3 inhib: 1; KCNK3 block: i; RGS4 inh: i; RGS4 pot: i; ANO1 block: i; hERG protect: -8; ANO1 activ: i; KCNQ1 block: i; KCNK9 inh: i; SKKanGAS inh: 5; KCNQ1 pot: i
CCn1c(=O)cc(OCC(=O)NCc2ccco2)c2ccccc21 in the list: HDAC3 inhib: 13; KCNK3 block: i; RGS4 inh: i; RGS4 pot: i; ANO1 block: i; hERG protect: -15; ANO1 activ: i; KCNQ1 block: i; KCNK9 inh: i; SKKanGAS inh: -1; KCNQ1 pot: i

Just hERG protect, KCNK9 inh and ANO1 block, for some of the entries so far:
Structure | hERG protect | KCNK9 inh | ANO1 block
CCn1c(=O)cc(OCC(=O)NCc2ccco2)c2ccccc21 | -15 | i | i
COc1ccccc1C(=O)NCCCNC(=O)c1ccccn1 | -5 | i | i

Other results follow.
SMILES	HDAC3 inhib	KCNK3 block	RGS4 inh	RGS4 pot	ANO1 block	hERG protect	ANO1 activ	KCNQ1 block	KCNK9 inh	SKKanGAS inh	KCNQ1 pot
O=[N+]([O-])c1c(Nc2ccccc2O)cc(N2CCOCC2)c2nonc12	-10	i	i	i	i	-17	i	i	i	-5	i
O=S(=O)(Nc1nc2ccccc2nc1-[n+]1ccccc1)c1ccc(Cl)cc1	2	i	i	i	i	-13	i	i	i	2	i
CC(=O)c1ccc(N2C(=NC(=O)CCc3ccccc3)SC3CS(=O)(=O)CC32)cc1 (stereo not given)	-1	i	i	i	i	-10	i	i	i	-16	i
Nc1nc(SCC(=O)c2cccc([N+](=O)[O-])c2)n[nH]1	-2	i	i	i	i	-12	i	i	i	4	i
COc1ccc(NC2CCCN(Cc3cccc4cnccc34)C2)cc1OC (stereo not given)	1	i	i	i	i	0	i	i	i	-1	i
CS(=O)(=O)N(CC(=O)Nc1ccccc1C(=O)NCc1ccco1)c1ccccc1F	5	i	i	i	i	-19	i	i	i	-13	i
COC(=O)c1ccc(C(=O)NC2CCCc3c2cnn3-c2ccc(C)c(C)c2)cc1 (stereo not given)	3	i	i	i	i	-13	i	i	i	11	i
Cn1c(=O)c2c(nc(CN3CCN(c4ccc(F)cc4)CC3)n2CCN2CCOCC2)n(C)c1=O	nt	i	i	i	i	-13	i	i	i	-5	i
Cc1ccc([N+](=O)[O-])cc1NC(=O)CCc1ccccc1	-5	i	i	i	i	-8	i	i	i	5	i
COC(=O)c1nc(C(=O)OC)c(C(=O)OC)nc1C(=O)OC	2	i	i	i	i	-9	i	i	i	-3	i
CCc1nc(SCc2ccc(C(=O)OC)o2)n[nH]1	6	i	i	i	i	-8	i	i	i	8	i
CC1(C)Oc2ccc3ccc(=O)oc3c2/C(=C/Nc2ccccn2)C1=O	6	i	i	i	i	-3	i	i	i	-8	i
O=S(=O)(NCCc1c[nH]c2ccccc12)c1ccccc1	5	i	i	i	i	-6	i	i	i	-2	i
S=C(NCc1ccco1)Nc1ccc(Cl)cc1	2	i	i	i	i	-3	i	i	i	7	i
Cc1ccc(Cn2c(C3CCCN3c3nc(-c4cc(Cl)c(N)c(Cl)c4)cs3)nc3cc(C(=O)NCCCO)ccc32)cc1 (stereo not given)	17	i	i	i	i	-4	i	i	i	40	i
O=C(Nc1ccc(CCC(=O)N2CCCC2)cc1)c1ncn[nH]1	-1	i	i	i	i	-3	i	i	i	-3	i
Cc1ccc(S(=O)(=O)N2CCCCC2CCNC(=O)C(=O)Nc2ccccc2F)cc1 (stereo not given)	-2	i	i	i	i	-12	i	i	i	-3	i
Cc1cc(C)c2c(CN3CCOCC3)cc(=O)oc2c1	0	i	i	i	i	-8	i	i	i	0	i
COc1ccc2cc(C3CC(c4ccco4)=NN3S(=O)(=O)c3ccccc3)c(Cl)nc2c1 (stereo not given)	8	i	i	i	i	-10	i	i	i	14	i
Cc1cnc(NC(=O)CSc2nnc(-c3ccccc3)n2Cc2ccccc2)s1	3	i	i	i	i	-8	i	i	i	2	i
Cc1ccc(S(=O)(=O)NCc2ccc(N3CCN(C(=O)OC(C)(C)C)CC3)cc2)cc1	-4	i	i	i	i	-7	i	i	i	-4	i
COc1ccc(-n2c(O)cnc2Nc2nc(C)cc(C)n2)cc1OC	1	i	i	i	i	-1	i	i	i	6	i
COc1ccc(CC(=O)NNC(=O)CSc2nc(C)c(C)c(=O)[nH]2)cc1	-3	i	i	i	i	-5	i	i	i	0	i

Five compounds already listed, arranged by number of heavy atoms, lowest first.
SMILES	HDAC3 inhib	KCNK3 block	RGS4 inh	RGS4 pot	ANO1 block	hERG protect	ANO1 activ	KCNQ1 block	KCNK9 inh	SKKanGAS inh	KCNQ1 pot
Nc1nc(SCC(=O)c2cccc([N+](=O)[O-])c2)n[nH]1	-2	i	i	i	i	-12	i	i	i	4	i
O=C(Nc1ccc(CCC(=O)N2CCCC2)cc1)c1ncn[nH]1	-1	i	i	i	i	-3	i	i	i	-3	i
CC1(C)Oc2ccc3ccc(=O)oc3c2/C(=C/Nc2ccccn2)C1=O	6	i	i	i	i	-3	i	i	i	-8	i
O=S(=O)(Nc1nc2ccccc2nc1-[n+]1ccccc1)c1ccc(Cl)cc1	2	i	i	i	i	-13	i	i	i	2	i
COC(=O)c1ccc(C(=O)NC2CCCc3c2cnn3-c2ccc(C)c(C)c2)cc1 (stereo not given)	3	i	i	i	i	-13	i	i	i	11	i
